From PubChem
KKLEB cytotox – CF airway cell cytotoxicity counter-screen. activity change (cytotoxicity), % at 5 µM. KKLEB CF airway cells viability, ATPlite luminescence, overnight; hits give low values; cells stimulated with P. aeruginosa culture filtrate. hit rate 0.36% among 360,000;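 active = corrected activity change at or below -50% at 5 µM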
SRC3 inh – human NCOA3 inhibition | HEK293 GAL4-SRC3 luciferase reporter, luminescence | hit rate 0.17% among 360,000 | inhibition, % at 3.6 µM | Q9Y6Q9;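 active = inhibition above a per-campaign cutoff, the mean of all compounds plus 3 SD, cut at about 60% in these data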;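 note: 0% = DMSO-treated cells and 100% = gossypol-treated cells at 36 µM; higher means less SRC3-driven luciferase light from the GAL4 reporter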
COUP-TFII inh – NR2F2 (human) inhibition, primary screen; hit rate 0.7% among 370,000; AID 686940; inhibition, % at 8.6 µM; P24468; HEK293T NGFI-A luciferase reporter, luminescence;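 active = inhibition above a per-plate cutoff, mean inhibition of test wells between control levels plus 3 SD, cut at about 38% in these data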;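 note: cells cotransfected with COUP-TFII expression vector driving the NGFI-A reporter; 0% = median of COUP-TF2 test wells and 100% = reporter-only cells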
Target sequence (P24468 whole entry, looked up): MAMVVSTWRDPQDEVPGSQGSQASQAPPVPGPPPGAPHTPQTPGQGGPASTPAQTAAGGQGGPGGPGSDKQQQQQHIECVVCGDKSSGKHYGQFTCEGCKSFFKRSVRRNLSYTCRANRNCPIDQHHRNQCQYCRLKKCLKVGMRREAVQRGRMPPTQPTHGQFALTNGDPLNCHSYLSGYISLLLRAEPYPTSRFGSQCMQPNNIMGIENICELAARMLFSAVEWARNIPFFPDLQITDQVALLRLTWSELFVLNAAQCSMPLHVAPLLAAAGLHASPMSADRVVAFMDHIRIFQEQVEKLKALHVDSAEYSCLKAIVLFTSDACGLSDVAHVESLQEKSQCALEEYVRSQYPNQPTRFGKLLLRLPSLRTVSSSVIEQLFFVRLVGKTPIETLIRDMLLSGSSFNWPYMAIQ
Shn3 inh set2 – inhibitors of Schnurri-3 3'UTR reporter in osteoblasts | AID 588674 | hit rate 0.52% among 360,000 | inhibition, % at 12.5 µM | Clone20 osteoblast Shn3 3'UTR firefly luciferase, 24 h;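 active = mean inhibition of at least 75% with every replicate also reaching 75%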;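 note: 0% = median of neutral control wells and 100% = pilot-screen positive control compound; some compounds past the cut are filed as inactive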
TWEAK Fn14 block – inhibitors of TWEAK-Fn14 interaction signaling. TWEAK-stimulated Fn14 reporter cells, luciferase luminescence, 8 h. inhibition, % at 10 µM. hit rate 2% among 360,000. AID 1159606; in the data active = inhibition above about 50%
LRH-1 inv ag – suppresses constitutive activity of human LRH-1. inhibition, % at 3.6 µM. HEK293T StAR-luciferase reporter, LRH-1 transfected, 24 h. hit rate 0.13% among 360,000. O00482;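 active = inhibition above the mean inhibition of all tested compounds plus 3 SD, cut at about 73% in these data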;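 note: 0% = DMSO wells and 100% = reporter-only cells lacking LRH-1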
Target sequence (O00482 whole entry, looked up): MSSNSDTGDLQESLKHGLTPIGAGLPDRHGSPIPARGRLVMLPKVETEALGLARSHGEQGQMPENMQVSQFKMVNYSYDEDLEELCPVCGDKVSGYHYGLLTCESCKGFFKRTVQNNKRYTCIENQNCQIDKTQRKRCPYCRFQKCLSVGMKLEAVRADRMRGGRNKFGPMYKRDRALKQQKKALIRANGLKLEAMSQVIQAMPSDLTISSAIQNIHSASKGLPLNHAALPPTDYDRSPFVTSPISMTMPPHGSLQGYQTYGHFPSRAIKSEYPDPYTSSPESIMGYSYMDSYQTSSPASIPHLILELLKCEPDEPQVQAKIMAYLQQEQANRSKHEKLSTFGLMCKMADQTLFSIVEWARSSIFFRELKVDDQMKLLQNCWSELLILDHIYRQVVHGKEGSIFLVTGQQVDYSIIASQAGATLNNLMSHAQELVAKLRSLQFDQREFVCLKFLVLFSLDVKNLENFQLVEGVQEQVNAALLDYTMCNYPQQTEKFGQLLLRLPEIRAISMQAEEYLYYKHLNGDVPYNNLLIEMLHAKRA
TROY NFkB inh – inhibitors of TROY-dependent NF-kB signaling; inhibition, % at 10 µM; Q293 LMP1-TROYcd NF-kB luciferase reporter, 4 h; hit rate 0.98% among 360,000;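 active = compounds whose plate-normalised and pattern-corrected inhibition of the luciferase reporter signal at the single screening dose is 50% or more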
TRAIL sens C8 – sensitizes caspase-8 expressing cells to TRAIL | NB7+C8 cells + TRAIL, ATPlite viability luminescence | inhibition (viability loss, TRAIL sensitization), % at 10 µM | hit rate 1% among 360,000;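 active = compounds causing at least 50% loss of cell viability in the single-dose screen, relative to plate controls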
CF NFkB block – blocks PAF-induced NF-kB reporter in cystic fibrosis cells; KKLEB NF-kB-GFP reporter, GFP fluorescence overnight; inhibition, % at 5 µM; hit rate 0.86% among 360,000; AID 588850;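 active = at least 50% inhibition at 5 µM, scaled per plate between neutral and stimulator controls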;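 note: PAF is a Pseudomonas aeruginosa culture filtrate used as stimulus; plate controls were PAF-stimulated DMSO wells for no effect and unstimulated DMSO wells for full effect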
LMP1 NFkB inh – reduces LMP1-driven NF-kappaB luciferase signal. LMP1-induced NF-kappaB luciferase reporter cells, luminescence. inhibition, % at 12.5 µM. hit rate 0.69% among 350,000; in the data active = inhibition above about 41%;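 note: 0% = neutral control wells and 100% = reference inhibitor control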
NCOA1 inh – inhibitors of human steroid receptor coactivator 1 (SRC1); inhibition, % at 3.6 µM; HEK293 GAL4-SRC1 luciferase reporter, luminescence; hit rate 0.12% among 360,000; Q15788;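 active = inhibition above the campaign mean plus 3 SD, with each screening campaign given its own cutoff, cut at about 60% in these data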;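 note: 0% = DMSO treated cells and 100% = gossypol at 36 µM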
Active calls of the source: *; . = no result given.

SMILES	KKLEB cytotox	SRC3 inh	COUP-TFII inh	Shn3 inh set2	TWEAK Fn14 block	LRH-1 inv ag	TROY NFkB inh	TRAIL sens C8	CF NFkB block	LMP1 NFkB inh	NCOA1 inh
O=c1oc2ccccc2c(N2CCCCC2)c1[N+](=O)[O-]	6	19	-5	11	0	-6	11	14	-3	0	0
O=C1C2CCCCC2C(=O)N1c1ccc(NC2CCN(Cc3ccccc3)CC2)c([N+](=O)[O-])c1 (stereo unspecified)	-1	6	12	-4	3	0	14	-7	0	6	-11
CCCN1CCN(C2CCCCC2NS(=O)(=O)c2ccc(Cl)cc2)CC1 (stereo unspecified)	11	8	.	2	-9	3	-8	1	15	-16	11
O=C(NCCCn1ccnc1)C1CCN(S(=O)(=O)c2cc([N+](=O)[O-])ccc2Cl)CC1	4	3	-10	-14	1	-17	-6	-4	9	-1	0
O=[N+]([O-])c1ccc(N2CCN(c3cccc(Cl)c3)CC2)nc1	-9	5	-16	22	-25	-3	4	11	13	-15	-34
O=C(C(=O)N1CCN(c2cccc(Cl)c2)CC1)N1CCCCC1	12	-14	15	6	2	8	0	-3	-4	-5	-8
NC(Cc1ccc(F)cc1)c1csc(Nc2nncc3ccccc23)n1 (stereo unspecified)	0	-24	7	13	0	18	31	27	1	.	-1
COCc1ccc(C(=O)N(C)C2CCCN(Cc3ccccc3F)C2)o1 (stereo unspecified)	-11	-18	21	0	-41	15	3	1	4	1	11
CS(=O)(=O)N1CCN(c2ccc(C(=O)NC34CC5CC(CC(C5)C3)C4)cc2[N+](=O)[O-])CC1	-10	14	7	14	-2	10	8	-3	23	10	-5
CCc1c(C(C)S(=O)(=O)c2ccc(C)cc2)[nH]c(=O)n1-c1ccc(OC(F)(F)F)cc1 (stereo unspecified)	8	-8	20	18	-11	-6	19	12	2	-5	-28
CCN(CC)S(=O)(=O)c1cccc(C(=O)OCC(=O)N2CC(=O)Nc3ccccc32)c1	4	12	14	-16	4	22	3	-2	0	5	3
CCOc1cc(/C=N/NC(=O)NN(C)c2ncc(C(F)(F)F)cc2Cl)ccc1O	-6	-7	-1	19	22	4	-7	-4	15	3	1
N/C(=N\OC(=O)c1cccc([N+](=O)[O-])c1)c1cccnc1	-4	-46	-14	-83	-23	17	-143	4	-40	-19	-44
O=C(CSc1ccc2nnc(-c3ccc(F)cc3)n2n1)N1CCCc2ccccc21	-11	4	10	1	-8	0	4	-4	-6	-8	-4
Cc1ccc(N=Nc2cc(C)ccc2O)c(C)c1	15	-42	6	-64	-37	-5	-47	-12	-8	-13	-8
O=C(/C=C/c1ccco1)NC(=S)NNC(=O)c1ccco1	-12	0	-10	0	20	-10	-8	5	9	9	15
CC(/C=N/NC(=O)c1c(Br)cnn1C)=C\c1ccccc1	18	-10	0	-44	-10	-25	-48	3	-28	3	-29
CC(C)C(N)c1csc(Nc2ccc(C(=O)NCCCO)cn2)n1 (stereo unspecified)	0	-5	11	1	3	-3	-6	-15	-11	.	7
Cc1cc(-c2nnc(-c3ccccc3)c(-c3ccccc3)n2)c(C)o1	5	-2	13	-10	-16	-6	-14	2	18	5	1
O=C(COC(=O)CNC(=O)c1ccccc1Cl)Nc1ccccc1Cl	-2	-12	0	-24	6	1	9	6	26	-8	-26
CN(C)C(CNC(=O)C1CCN(C(=O)/C=C/c2ccccc2)CC1)c1ccccc1 (stereo unspecified)	5	-25	-17	-68	-3	-38	-52	-3	-1	-6	-19
COc1cccc(N=Nc2c(N)[nH]n3c(=O)c4c(nc23)CCCC4)c1	0	25	17	11	21	7	9	9	-23	-6	3
O=C(CCC(=O)Nc1ccc(Br)cc1)N/N=C/c1cc([N+](=O)[O-])ccc1O	-4	20	11	-8	4	12	48	2	27	0	-13
Cc1cc2c([nH]c3ccccc32)c2c1OC(C)(C)C=C2	-14	-61	-83	-104	-78	-68	-67	13	16	-219	-53

3 entries from above in a different format:
SMILES | KKLEB cytotox | SRC3 inh | COUP-TFII inh | Shn3 inh set2 | TWEAK Fn14 block | LRH-1 inv ag | TROY NFkB inh | TRAIL sens C8 | CF NFkB block | LMP1 NFkB inh | NCOA1 inh
CCOc1cc(/C=N/NC(=O)NN(C)c2ncc(C(F)(F)F)cc2Cl)ccc1O | -6 | -7 | -1 | 19 | 22 | 4 | -7 | -4 | 15 | 3 | 1
N/C(=N\OC(=O)c1cccc([N+](=O)[O-])c1)c1cccnc1 | -4 | -46 | -14 | -83 | -23 | 17 | -143 | 4 | -40 | -19 | -44
O=C(CSc1ccc2nnc(-c3ccc(F)cc3)n2n1)N1CCCc2ccccc21 | -11 | 4 | 10 | 1 | -8 | 0 | 4 | -4 | -6 | -8 | -4

(next part)
SMILES	KKLEB cytotox	SRC3 inh	COUP-TFII inh	Shn3 inh set2	TWEAK Fn14 block	LRH-1 inv ag	TROY NFkB inh	TRAIL sens C8	CF NFkB block	LMP1 NFkB inh	NCOA1 inh
Cc1nc(N2CCN(Cc3ccccc3)CC2)nc2c1C(=O)CC(C)C2 (stereo unspecified)	-5	-7	14	-13	10	-19	15	1	-10	-4	-7
O=C(c1ccco1)N1CCN(C(=O)C2c3ccccc3Oc3ccccc32)CC1	12	17	7	6	7	-4	-11	-4	2	-1	-10
O=C(Cn1nc(C(=O)O)c2ccccc2c1=O)Nc1ccc(F)cc1	-4	-20	10	-5	28	-14	-11	-9	13	-5	4
CN(C)c1ncnc2c1ncn2[C@H]1CN(Cc2ccc3c(c2)OCO3)C[C@@H](CO)O1	9	-2	-2	-1	5	19	8	-10	-19	.	0
Cc1cc(C(=O)N2CCC(Cc3ccccc3)CC2)ccc1[N+](=O)[O-]	6	15	0	-16	-21	30	18	3	0	-1	11
COCC(C)n1c(SCC(=O)NC2CCCCC2C)nc2ccccc2c1=O (stereo unspecified)	-15	27	1	25	-14	5	-3	-2	4	0	18
Cc1ccc(CNC(=O)/C=C/c2c(Cl)cccc2Cl)cc1	-7	14	16	11	-13	16	-14	-3	2	-5	-6
CC(=O)NC1(C(Cl)(Cl)Cl)Oc2ccccc2O1	-6	2	3	7	-13	2	15	-2	2	-15	2
O=C(O)CCCC(=O)N1CCN(c2cccc(Cl)c2)CC1	-4	1	9	-16	5	-15	-4	-5	1	3	16
CCN(C(=O)CSc1nnnn1-c1ccccc1)c1c(N)n(Cc2ccccc2)c(=O)[nH]c1=O	1	9	8	-20	3	13	7	-9	11	3	3
NS(=O)(=O)c1ccc(CCNC(=O)CSc2ccccc2)cc1	-8	26	4	-14	-8	0	-3	6	9	1	3
CCOC(=O)c1cc2[nH]c3ccccc3c2[n+](-c2ccc([N+](=O)[O-])cc2)c1N	-14	22	-9	-20	-50	4	-26	10	-149	-19	9
C/C(=N\NC(=O)C(C)Sc1ccccc1)c1ccc([N+](=O)[O-])cc1 (stereo unspecified)	2	-15	-30	28	-14	13	-18	-23	-16	10	10
CCN1CC(CNC(=O)c2ccc3nc(Cc4cccc(Cl)c4)oc3c2)CC1=O (stereo unspecified)	42	-15	-3	-6	-17	6	-5	-3	-36	2	-12
O=C(Nc1cccnc1)c1ccc(Cl)c(S(=O)(=O)N2CCCCCC2)c1	-22	7	24	46	28	13	21	21	12	-12	-9
CCC(=O)N1c2ccc(S(=O)(=O)CCC(=O)NC3CCCC3)cc2CC1C (stereo unspecified)	0	-77	-16	4	7	11	9	-1	-9	-9	-13
CCOc1ccccc1NC(=O)C(NCCc1ccc(OC)cc1)c1ccccc1 (stereo unspecified)	-4	1	-7	6	-11	-22	-18	-5	17	0	-11
Cc1cc(NC2CCCC2)n2ncc(-c3ccccc3)c2n1	-42	-2	48*	-1	90*	36	81*	59*	8	9	31
Cc1ccccc1NC(=O)C(=O)NCc1ccccn1	19	-4	-6	-11	-4	-17	-23	0	12	6	-10
COc1ccc(NC(=O)CSc2nc3[nH]ncc3c(=O)[nH]2)cc1OC	10	7	-6	17	3	6	-23	9	-33	5	4
CC(C)OCCCNC(=O)C1CCN(S(=O)(=O)c2ccc3nc4c(c(C(=O)O)c3c2)CCCCC4)CC1	4	2	5	0	12	24	-8	8	4	-3	0
Cc1ccc(NC(=O)c2sc(C)nc2C)c(C)c1	12	-1	-8	-15	-6	-15	-8	-3	7	-8	-4
Cc1ccc(S(=O)(=O)NCC(=O)NCC2COc3ccccc3O2)cc1C (stereo unspecified)	-5	-2	16	-4	5	9	-3	-17	4	-1	-22
CCOC(=O)C1=C(C)N(C[C@@H]2CC[C@@H](Cc3ccc(-c4ccccc4)cc3)O2)C(=O)NC1C1CC1 (stereo partly specified)	-13	-2	9	67	32	-2	18	-5	23	0	9
CCOCCCNS(=O)(=O)c1ccc(NC(=O)Cc2c(F)cccc2Cl)cc1	1	7	-17	7	-12	4	-17	-11	12	-2	-9
C/C(=N\NC(=O)c1c[nH]c2ccccc12)c1ccco1	12	-44	-13	-68	-30	-86	-41	19	-8	-17	-144
Cc1ccc(C(=O)NC2CCCCCC2)cc1S(=O)(=O)N1CCOCC1	0	-12	8	-37	6	-28	-17	19	4	5	-38
Cc1ccc(NC(=O)C(C)OC(=O)Cc2c[nH]c3ccccc23)cc1 (stereo unspecified)	9	-12	7	4	2	-3	-20	-15	-26	-8	7
O=[N+]([O-])c1c(Nc2ccccn2)cc(Cl)c2nonc12	-44	2	6	95*	20	18	-1	85*	67*	54*	13
CCN(Cc1ccc(OC)c(F)c1)C(=O)CCl	0	32	-17	15	13	57	2	8	13	-14	13
CC(C)c1nc2ccccc2n1CC(O)COC1CCCCC1 (stereo unspecified)	-2	14	-5	2	-1	2	5	10	-24	1	5
CC(c1ccccc1)N1C(=O)c2ccccc2C1(O)Cc1ccccc1 (stereo unspecified)	16	12	-6	-15	-9	9	19	-4	-1	5	3
O=C(CC(C(=O)O)c1ccc(F)cc1)c1ccc(Cl)cc1 (stereo unspecified)	-2	12	2	0	6	-6	-2	6	3	-2	-11
O=C(O)CCn1cc(/C=C2\NC(=S)N(c3ccccc3)C2=O)c(-c2ccc(Br)cc2)n1	11	22	20	-1	-5	24	7	-5	-29	-8	-1
COc1ccc(CN2CCNC(=O)C2CC(=O)N(C)Cc2cc(C)no2)cc1OC (stereo unspecified)	-10	-19	-1	7	-11	-2	6	-10	18	0	0
Cc1cccc(NC(=O)C2C3CCCCC32)c1 (stereo unspecified)	-3	-60	-16	-35	-37	-36	-23	17	1	-7	-39
CC[C@@H]1C(c2cccc(C)c2)=NN(c2ccccc2)[C@H]1C(=O)N1CCOC1=O	11	-18	-19	-20	13	-1	-8	-6	-26	-7	-13
O=C(CN1CCN(Cc2ccc(Cl)cc2)CC1)N/N=C/c1cccc(F)c1	-12	-25	15	24	-2	-14	8	2	21	.	1
COC(=O)[C@@H](NC(=O)c1ccccc1)[C@@H](C)O	1	-6	10	10	0	0	-8	-6	19	-1	10
CC(O)CN(C)CC/C=C1/c2ccccc2CSc2ccccc21 (stereo unspecified)	-9	18	2	-19	18	14	15	6	11	-9	11
Cc1cccc(C(=O)N2CCCC(N3CCN(c4cccc(Cl)c4)CC3)C2)n1 (stereo unspecified)	-17	1	-5	6	-14	4	-50	-7	26	3	-14
COc1ccccc1CCn1cnc(-c2ccc(OC)c(OC)c2)c1C(C)C	.	.	33	.	-3	8	26	4	.	.	.

A portion of the library; the hit share may differ from the screen's.
